# Screens as filed in PubChem BioAssay.
# PPC-1+TRAIL kill = compounds killing PPC-1 cancer cells with TRAIL present, primary screen, TRAIL potentiator project, ATPLite luminescence, uHTS; PPC-1 cells + TRAIL, ATPLite viability luminescence; cell killing (% activity), % at 4 µM; actives 0.41% (n = 220,000);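 active = cell killing above 50% in the first pass at 4 µM, then a duplicate retest at 5 µM averaging 50% or more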;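 also: plate controls were cells with TRAIL plus DMSO for no effect and medium-only wells lacking cells for full effect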
# Tb hexokinase = Trypanosoma brucei hexokinase 1 inhibitors, primary screen, biochemical, G6PDH-coupled NADH absorbance, MLSCN library | AID 1430, 2008 | inhibition, % at 10 µM | actives 0.11% (n = 220,000) | hexokinase 1 [Trypanosoma brucei] | recombinant TbHK1, G6PDH-coupled NADH A340;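 active = inhibition of 50% or more in the single-dose primary screen; inactive = inhibition below 50%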
# TRPML3 agonist = human TRPML3 channel agonists, primary screen, cell-based, HEK293 TRPML3-YFP, Fluo-8 calcium fluorescence, 3 µM; actives 0.29% (n = 220,000); 100% = the carbachol control signal; AID 1448, 2008; Mucolipin-3 (Homo sapiens), Q8TDD5; activation, % at 3 µM;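 active = activation above its plate's cutoff, the mean activation of the plate's test wells plus 3 SD, cut at about 12% in these data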;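 also: 0% = DMSO only wells and 100% = carbachol wells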
#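 Material: HEK293 cells stably carrying human TRPML3-YFP; compound dosing: single dose, 3 µM final nominal compound, 0.3% DMSO final; incubation: 1-h 37 °C dye load, 5-s basal, 120-s post-compound reads; technique: Fluo-8 intracellular calcium fluorescence, excitation 470-495 nm, emission 515-575 nm; read-out basis: percent activation from peak-to-basal fluorescence ratio, scaled between DMSO and carbachol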
# Furin inh = human furin inhibitors, primary screen, biochemical, fluorescence intensity; AID 463115, 2010; inhibition, % at 30 µM; actives 0.061% (n = 220,000); purified furin, fluorogenic substrate cleavage; in the data active = inhibition above about 25%; also: inactives centre near -15
# Target sequence (P09958 108-714 limits assumed): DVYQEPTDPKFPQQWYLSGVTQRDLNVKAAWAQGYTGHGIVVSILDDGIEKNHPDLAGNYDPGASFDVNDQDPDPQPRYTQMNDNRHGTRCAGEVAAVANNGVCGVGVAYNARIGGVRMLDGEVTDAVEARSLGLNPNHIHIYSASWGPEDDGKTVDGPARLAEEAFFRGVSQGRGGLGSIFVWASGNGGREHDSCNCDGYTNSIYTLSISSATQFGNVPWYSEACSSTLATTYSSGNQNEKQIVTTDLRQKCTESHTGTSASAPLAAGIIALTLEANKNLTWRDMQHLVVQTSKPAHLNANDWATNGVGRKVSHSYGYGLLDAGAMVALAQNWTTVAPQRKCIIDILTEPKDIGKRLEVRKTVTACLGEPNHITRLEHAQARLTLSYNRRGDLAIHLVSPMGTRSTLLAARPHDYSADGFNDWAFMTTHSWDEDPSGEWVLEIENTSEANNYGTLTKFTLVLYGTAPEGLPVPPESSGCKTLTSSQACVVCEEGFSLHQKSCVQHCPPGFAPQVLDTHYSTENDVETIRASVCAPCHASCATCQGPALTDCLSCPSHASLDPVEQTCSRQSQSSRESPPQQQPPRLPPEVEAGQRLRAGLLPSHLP
# Calpain2 inh = inhibitors of pig calpain II, primary screen, biochemical, fluorogenic peptide substrate, 1536-well; actives 0.37% (n = 220,000); purified calpain II, 30 min; inhibition, % at 16 µM; AID 1236, 2008;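 active = inhibition above about 50%, limit read from the data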
# Thrombin inh = human alpha-thrombin inhibitors, primary screen, counter-screen for coagulation protease inhibitor project, biochemical, 1536-well, fluorogenic AMC substrate | Prothrombin (Homo sapiens), P00734 | Boc-VPR-AMC fluorogenic substrate cleavage | inhibition, % at 5 µM | actives 0.26% (n = 220,000) | AID 1046, 2008;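 active = inhibition at or above 40%; inactive = inhibition below 40%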;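 also: 0% = enzyme with no compound and 100% = wells without enzyme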
#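 System: Human alpha-thrombin protein | Medium: pH 7.5 Tris (50 mM) with NaCl 150 mM, Tween 20 0.05% | Times: Enzyme reaction carried out at room temperature | Detection: AMC fluorescence, 355/460 nm | Evaluation: Percent inhibition scaled between no-compound controls and no-enzyme blanks | Benchmarks: Enzyme without compound as high, wells lacking enzyme as low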
# Cl transport mod = KCC2 cotransporter modulators, thallium flux, primary screen, cell-based, HEK293 KCC2, FluoZin-2 fluorescence, MLSMR; actives 2.2% (n = 190,000); B-score of Tl+ flux slope (higher = more flux/activation; lower = inhibition) at 10 µM; KCC2 cells, thallium flux FluoZin-2 fluorescence;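 active = thallium flux slope and its plate-corrected score both differing from the plate sample mean at a set confidence after two filtering rounds, in either direction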;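 also: slope of fluorescence scaled to starting intensity during 10 to 20 s after thallium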
# TRPN1 ag = zebrafish TRPN1 channel agonists, primary screen, cell-based, HEK293, calcium fluorescence; transient receptor potential cation channel N1 (TRPN1/NompC), Danio rerio; HEK293 zebrafish TRPN1-YFP, Fluo-8 calcium fluorescence; 100% = response to 87 µM carbachol; activation, % at 3 µM; actives 0.18% (n = 220,000); AID 1424, 2008;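 active = activation above its plate's cutoff, the mean activation of test wells on that plate plus 3 SD, cut at about 19% in these data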;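 also: 0% = DMSO alone and 100% = 87 µM carbachol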
#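 Assay system: Zebrafish TRPN1-YFP in HEK293 cells | Incubation: Dye loading 1 h at 37 °C, then 30 min room temperature | Measured by: Kinetic Fluo-8 fluorescence, ex 470-495, em 515-575 nm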
# EBV gp42 block = Epstein-Barr virus gp42 inhibitors, primary screen, biochemical, uHTS, fluorescence polarization. inhibition, % (tested at 21.74 µM). Glycoprotein 42 (Epstein-Barr virus (strain AG876)), Q1HVG2. AID 1085, 2008. Fluorescence polarization binding assay, mP read-out. actives 0.42% (n = 220,000); in the data active = inhibition above about 50%
# Target sequence (Q1HVG2 whole entry, looked up): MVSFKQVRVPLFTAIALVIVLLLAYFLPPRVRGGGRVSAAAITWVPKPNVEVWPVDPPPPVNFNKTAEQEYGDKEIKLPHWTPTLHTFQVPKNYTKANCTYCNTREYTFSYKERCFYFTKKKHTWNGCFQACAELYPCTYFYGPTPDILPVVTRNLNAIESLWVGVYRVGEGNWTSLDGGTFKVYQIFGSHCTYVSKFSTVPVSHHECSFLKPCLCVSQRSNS
# Starred values were filed as active, the others as inactive; i = inactive; x = no result given; [ ] = dose if it differs, or a comment.
# Sequence of screens: Thrombin inh	TRPML3 agonist	Tb hexokinase	PPC-1+TRAIL kill	Furin inh	Cl transport mod	EBV gp42 block	Calpain2 inh	TRPN1 ag
- COC(=O)c1cccc(NC(=O)NC23CC4CC(CC(C4)C2)C3)c1
    0	0.5	-9	-4	-7[20 µM]	-0.013	-9	-11	1.6
- O=C(Nc1c(C(=O)N2CCCCC2)cnn1-c1ccccc1)c1ccccc1
    1	-0.6	3	12	-16	-0.34	1	14	-0.1
- O=C(CCc1ccccc1)Nc1ccccc1
    -12	0.3	-2	x	-10	0.94	-12	-24	0.0
- Cc1cc(NC(=O)COC(=O)COc2ccc(C(=O)c3ccccc3)cc2)no1
    -6	-0.5	37	22	-10	-0.084	7	-32	1.9
- Cn1c(-c2cc3c(C(F)(F)F)nn(C)c3s2)n[nH]c1=S
    -9	-0.2	-15	30	-21[20 µM]	x	-4	-494	-0.4
- CC1(C)CC(=O)c2sc(NC(=O)c3ccc4ncsc4c3)nc2C1
    -1	0.8	-33	16	-29	-2.3	-9	-11	0.5
- Cc1c[nH]c(=O)c([N+](=O)[O-])c1
    -7	0.7	-8	10	-17	-0.026	-8	-8	0.5
- O=C(CCNC(=O)Cn1ccc2ccccc2c1=O)NCCCN1CCN(c2ccc(F)cc2)CC1
    -9	-0.4	-10	6	-16	x	4	-7	0.1
- CCOC(=O)c1nn(-c2ccc(C)cc2)c2nc(Nc3ccccc3)cc(=O)n12
    0	0.2	-20	-18	-16[20 µM]	-0.074	-52	-94	-0.1
- Cc1ccccc1-c1nc(CS(=O)(=O)CC(=O)NCCCN2CCCC2=O)c(C)o1
    -2	-0.4	-3	11	-25	-0.62	-10	6	0.1
- O=C(O)c1ccc(C(=O)c2ccc3c(c2)C(=O)N(CCO)C3=O)cc1
    1	1.2	-2	11	-2	-0.27	8	-20	1.1
- COc1ccc(NC(=S)Nc2cccc(Cl)c2Cl)cc1OC
    -5	0.1	1	1	-18	0.86	-7	-23	0.7
- CCC(=O)Nc1ccc2c(c1)nc(CCN1CCN(c3ccccc3)CC1)n2C
    0	0.8	-2	8	-4	-0.55	-12	-9	2.7
- CCN(C(=O)COC(=O)c1cc(-c2ccc(C)o2)nc2ccccc12)C1CCS(=O)(=O)C1 (stereo not drawn)
    2	0.2	-17	9	-29	0.21	-11	-77	1.8
- c1ccc2c(c1)OCC(CNc1ncnc3nc[nH]c13)O2 (stereo not drawn)
    -2	1.1	10	34	-22	0.056	-5	-8	5.4

# Remaining list, next part:
# Sequence of screens: Thrombin inh	TRPML3 agonist	Tb hexokinase	PPC-1+TRAIL kill	Furin inh	Cl transport mod	EBV gp42 block	Calpain2 inh	TRPN1 ag
- Nc1ccc(S(=O)(=O)Nc2nccc(/C=C/c3ccccc3F)n2)cc1
    x	0.9	-13	-7	-14	0.57	8	-9	0.8
- COc1ccc(-n2nc(C(=O)NCC(=O)NCC3CCCO3)c3ccccc3c2=O)cc1 (stereo not drawn)
    1	1.4	-4	23	-16[20 µM]	-0.24	-8	10	-1.3
- CCNC(=S)N/N=C(\C)c1ccco1
    -2	0.7	-9	-2	-22	0.59	-15	-7	-0.2
- Cc1[nH][nH]c(=O)c1C(c1ccc(-c2ccc(Cl)cc2)o1)c1c(C)[nH][nH]c1=O
    3	0.5	5	12	-25[20 µM]	x	-16	-53	-0.3
- Cn1cccc1C(=O)C(=O)Nc1cc(Cl)cc(Cl)c1
    0	-0.1	-6	25	-6[20 µM]	0.025	-6	-28	-1.1
- CCOC(=O)N1CCC(Nc2c(OCC)c(=O)c2=O)CC1
    1	0.8	-7	52*	-31	x	-12	7	1.6
- CCc1nc(-c2ccc(-c3ccc(OC)cc3)nc2OC)no1
    -2	-0.2	-36	4	-8[20 µM]	0.015	-21	-274	-0.1
- Cc1ccc(C)c(Cn2c(O)c(N=NC(=S)Nc3ccccc3F)c3ccccc32)c1
    -11	0.2	0	0	-3	4	3	-66	0.6
- CN(C)CCNc1ccc(Cl)cc1[N+](=O)[O-]
    -5	1.4	-2	12	-6	-1.3	6	-13	1.2
- Cc1ccccc1-c1nn(-c2ccc(F)cc2F)cc1CNCC(C)O (stereo not drawn)
    -16	1.1	2	-3	-24	x	-9	-14	1.1
- O=C1C(Cc2c[nH]c3ccccc23)NC(=S)N1C1CCCCC1 (stereo not drawn)
    -4	1.9	-1	6	-30	0.24	-19	21	1.0
- Cc1cc(C)n(/N=C/c2c[nH]c3ccccc23)c(=O)c1C#N
    -1	0.6	-15	9	-24[20 µM]	-0.16	-4	-4	-1.4
- O=S(=O)(c1ccccc1F)N1CCN(C(=S)NCc2ccccc2)CC1
    -6	1.0	-5	4	-20	-2.2	-7	-6	1.3
- COc1ccc(C(=O)N(CN2CCCC2=O)c2ccc(C)cc2)cc1
    2	-0.1	0	22	-20	x	-16	-57	-0.3
- O=C(c1ccc(CSc2ccccc2)cc1)N1CCCCCC1
    -4	0.5	-2	9	-21	-2.3	-9	18	1.2

# Compound profiles, as listed above. Values in the order: Thrombin inh, TRPML3 agonist, Tb hexokinase, PPC-1+TRAIL kill, Furin inh, Cl transport mod, EBV gp42 block, Calpain2 inh, TRPN1 ag
# Shown for O=C(c1ccc(CSc2ccccc2)cc1)N1CCCCCC1 : -4, 0.5, -2, 9, -21, -2.3, -9, 18, 1.2
# Shown for COc1ccc(-n2nc(C(=O)NCC(=O)NCC3CCCO3)c3ccccc3c2=O)cc1 (stereo not drawn) : 1, 1.4, -4, 23, -16[20 µM], -0.24, -8, 10, -1.3
# Shown for Cc1ccccc1-c1nn(-c2ccc(F)cc2F)cc1CNCC(C)O (stereo not drawn) : -16, 1.1, 2, -3, -24, x, -9, -14, 1.1
# Shown for CCc1nc(-c2ccc(-c3ccc(OC)cc3)nc2OC)no1 : -2, -0.2, -36, 4, -8[20 µM], 0.015, -21, -274, -0.1

# Remaining list, next part.
# Sequence of screens: Thrombin inh	TRPML3 agonist	Tb hexokinase	PPC-1+TRAIL kill	Furin inh	Cl transport mod	EBV gp42 block	Calpain2 inh	TRPN1 ag
- O=C(NCc1ccccn1)C(=O)NN=C1CCCCCCC1
    -11	1.0	-1	7	-23	-0.96	7	-17	-0.9
- C/C(Cl)=C/CN1C(=O)C2C3C=CC(C3)C2C1=O (stereo not drawn)
    -6	0.7	3	-4	-17[20 µM]	0.9	-12	-2	1.6
- C=CCNc1c2c(nc3nnnn13)CCCC2
    -9	-0.2	-3	9	-10	-0.00058	-14	-5	1.1
- O=C(CCn1nnc2ccccc21)Nc1nnc(COc2ccc(F)cc2)s1
    2	-0.5	3	11	-17	0.87	-13	-3	0.9
- CC1CN(C(=O)C(C)N2C(=O)c3ccccc3C2=O)CC(C)O1 (stereo not drawn)
    -6	1.2	-1	6	-10	0.48	10	-12	3.5
- Cc1cccc(C)c1OCC(=O)Nc1ccccc1C(F)(F)F
    -4	0.4	-2	-11	-28	-0.1	6	30	-2.4
- Cc1nn(C(=O)CCCn2cc([N+](=O)[O-])cn2)c(C)c1Cl
    5	-0.1	0	15	-25	-0.78	-18	20	-2.3
- O=C(c1ccco1)N1CCN(c2cccc(Cl)c2)CC1
    4	0.8	-1	10	-3[20 µM]	x	-11	-29	-0.6
- O=C(Cn1cnc2cc([N+](=O)[O-])ccc2c1=O)Nc1ccc2c(c1)OCO2
    4	-0.2	-14	36	-25	-1.1	5	-49	-1.7
- O=C(NCCCN1CCCC1=O)c1cccnc1
    -2	0.9	2	-7	-26[20 µM]	0.81	1	-21	-0.7
- N#Cc1cc(-c2ccccc2)cn(Cc2c(Cl)cccc2Cl)c1=O
    -1	0.1	4	-6	10[20 µM]	-0.95	-20	-245	0.2
- COc1cc(/C=N/NC(=O)c2ccc([N+](=O)[O-])cc2Cl)cc(Br)c1O
    22	0.7	-16	35	-3	-1.2	-9	45	2.5
- COc1ccc(S(=O)(=O)N2CCC(C(=O)N3CCCC3)CC2)cc1
    0	0.4	-3	7	-19	0.95	-14	3	1.1
- CN(Cc1cccs1)C(=O)c1ccc(S(=O)(=O)NCc2ccco2)cc1
    -3	0.8	-5	3	-24	-1.2	-18	-7	1.4
- O=C(NCCO)C1CCN(C(=O)c2ccc(-c3ccccc3)cc2)CC1
    -9	-0.7	-3	-21	-12	x	-3	-20	0.5

# (continued)
# Sequence of screens: Thrombin inh	TRPML3 agonist	Tb hexokinase	PPC-1+TRAIL kill	Furin inh	Cl transport mod	EBV gp42 block	Calpain2 inh	TRPN1 ag
- CC(C)(C)NC(=O)C1CC(=O)OC12CCCCC2 (stereo not drawn)
    -11	0.3	7	12	-16	x	-12	-19	1.1
- Cc1ccc(/C(O)=C/C(=O)C(=O)NC23CC4CC(CC(C4)C2)C3)cc1
    -7	1.1	-21	3	-17	86*	-2	-21	1.6
- CCOCC(=O)Nc1c(C(=O)Nc2ccc(OC)cc2OC)oc2ccccc12
    11	1.5	-2	13	12[20 µM]	0.097	-23	i	0.1
- O=C(CCc1ccccc1)OCC(=O)c1cccc([N+](=O)[O-])c1
    9	0.0	0	2	-16	0.56	-15	-48	0.6
- Nc1ccc(SCCN2C(=O)c3ccccc3C2=O)cc1
    -7	0.4	5	16	-12	x	-12	-23	0.6
- Cc1ccc(CSCC(=O)Nc2ccccc2F)cc1
    0	-1.1	1	14	-14	0	-8	-5	-3.9
- O=C(Cn1c2c(sc1=O)C1c3ccccc3OCC1CS2)Nc1ccc(Cl)c(Cl)c1 (stereo not drawn)
    -4	0.7	3	35	-13	0.87	-3	10	1.8
- Cc1cc(N2CCOCC2)nc(C(C)C)n1
    -6	0.1	6	-4	-12	0.35	-4	14	1.3
- O=C(CSc1nnc(-c2cccs2)n1-c1ccccc1)Nc1ccccc1
    4	0.0	-5	-12	-20	x	-13	22	-0.5
- CCC(=O)Nc1cc(C)c(OC)c(C)c1
    -1	0.1	-1	10	-13	0.67	4	-28	-3.6
- CCCSc1ncccc1C(=O)O
    -7	0.4	-11	-4	-14	x	-16	-1	0.0

# Reprinted at random: three records from the list, in no set order.
# Sequence of screens: Thrombin inh	TRPML3 agonist	Tb hexokinase	PPC-1+TRAIL kill	Furin inh	Cl transport mod	EBV gp42 block	Calpain2 inh	TRPN1 ag
- Cc1cc(N2CCOCC2)nc(C(C)C)n1
    -6	0.1	6	-4	-12	0.35	-4	14	1.3
- O=C(CCc1ccccc1)OCC(=O)c1cccc([N+](=O)[O-])c1
    9	0.0	0	2	-16	0.56	-15	-48	0.6
- Nc1ccc(SCCN2C(=O)c3ccccc3C2=O)cc1
    -7	0.4	5	16	-12	x	-12	-23	0.6
